Source: PubChem
hgDAF-12 ag: agonists of H. glycines DAF-12 nuclear receptor; HEK293 GAL4-hgDAF12 UAS-luciferase reporter, agonist luminescence; normalized to butyrate control; AID 687014; 370,000 tested, 1.8% active; activation, % at 6.8 µM;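 active = activation above a cutoff set at the mean of all screened compounds plus 3 SD, cut at about 10% in these data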;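 note: 0% = DMSO wells and 100% = sodium butyrate wells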
DAX1 inh-1: inhibitors of DAX1 repression of SF-1 activated StAR promoter. 370,000 tested, 1.1% active. AID 652010. HEK293T StAR-luciferase reporter, SF-1/DAX-1 repression relief. inhibition, % at 6.8 µM;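 active = inhibition above the mean over all tested compounds plus 3 SD, cut at about 3.6% in these data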;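 note: 0% = DAX-1 cells with DMSO and 100% = cells lacking DAX-1 with DMSO; higher inhibition means more luminescence from relief of DAX-1 repression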
PG9 Ab binder: small molecules binding HIV-1 gp120 antibody PG9 | 360,000 tested, 0.43% active | TR-FRET gp120-PG9 antibody binding | inhibition, % at 6.7 µM; in the data active = inhibition above about 8.5%
HGIII-sPLA2 inh: Blocks human group III sPLA2 activity | Q9NZ20 | QFRET BODIPY PC-A2 liposome hydrolysis, fluorescence | inhibition, % at 12.2 µM | 370,000 tested, 0.56% active | AID 743126;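 active = inhibition above mean plus 3 SD of compounds lying within the high and low control bounds, cut at about 19% in these data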;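 note: 0% = median of test compound wells and 100% = no enzyme DMSO wells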
Target sequence (Q9NZ20 whole entry, looked up): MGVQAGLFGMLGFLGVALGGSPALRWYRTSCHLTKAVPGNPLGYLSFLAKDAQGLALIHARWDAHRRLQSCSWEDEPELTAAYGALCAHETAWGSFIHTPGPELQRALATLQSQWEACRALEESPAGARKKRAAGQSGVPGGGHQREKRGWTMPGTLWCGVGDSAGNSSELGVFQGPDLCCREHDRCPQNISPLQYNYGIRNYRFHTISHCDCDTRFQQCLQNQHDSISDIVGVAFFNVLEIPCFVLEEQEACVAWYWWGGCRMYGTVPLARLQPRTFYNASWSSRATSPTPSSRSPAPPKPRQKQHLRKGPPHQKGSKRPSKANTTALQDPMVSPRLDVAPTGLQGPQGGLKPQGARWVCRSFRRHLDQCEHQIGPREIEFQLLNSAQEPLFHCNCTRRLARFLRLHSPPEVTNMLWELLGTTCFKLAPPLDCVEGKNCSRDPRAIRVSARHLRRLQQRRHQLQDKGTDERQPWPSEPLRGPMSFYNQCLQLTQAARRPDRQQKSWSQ
SMARCA2 act: SMARCA2 function activation, primary screen; MG213 cells, MMTV-luciferase reporter, dexamethasone, overnight; activation, % at 9.1 µM; 370,000 tested, 1% active; in the data active = activation above about 7.8%;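 note: 0% = vehicle wells and 100% = reference activator wells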
GAA850 FXN act: increases GAA850 frataxin promoter reporter activity; HEK293 lucGAA850 FXN promoter luciferase reporter, 24 h; percent of 10 µM SAHA response; activation, % at 6 µM; 360,000 tested, 0.56% active; AID 540364;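 active = activation above the average of all compounds screened plus 3 SD, cutoff fixed separately per campaign, cut at about 7.5% in these data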;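 note: 0% = DMSO wells and 100% = 10 µM SAHA wells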
hcDAF12 agonist: activators of H. contortus DAF-12 nuclear receptor; HEK293 hcDAF-12 lit1-tk-luc reporter, luminescence; 0% DMSO, 100% Δ7-dafachronic acid; activation, % at 6.8 µM; 370,000 tested, 1.4% active;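 active = activation above the mean of all tested compounds plus 3 SD, cut at about 5.5% in these data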;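 note: 100% = response to 3 µM Δ7-dafachronic acid high control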
DAX1 inh-2: inhibitors of human orphan nuclear receptor DAX1 (NR0B1). 340,000 tested, 0.99% active. inhibition, % at 6.75 µM. P51843. HEK293 Gal4-DAX1 luciferase reporter, luminescence. AID 504766;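 active = inhibition above the mean over all tested compounds plus 3 SD, cut at about 4.2% in these data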;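 note: 0% = DAX1-transfected cells with DMSO and 100% = empty-vector control cells with DMSO; inhibition shows as a rise in luminescence from relieved DAX1 repression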
Target sequence (P51843 207-470 limits assumed): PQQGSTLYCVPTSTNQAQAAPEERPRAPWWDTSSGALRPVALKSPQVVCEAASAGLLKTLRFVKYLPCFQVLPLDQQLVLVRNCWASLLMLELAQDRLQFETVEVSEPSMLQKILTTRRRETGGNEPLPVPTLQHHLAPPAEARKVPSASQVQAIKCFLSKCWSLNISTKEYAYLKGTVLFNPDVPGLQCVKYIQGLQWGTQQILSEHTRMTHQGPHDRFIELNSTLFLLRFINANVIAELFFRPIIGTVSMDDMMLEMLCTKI
ssDAF-12 act: S. stercoralis DAF-12 activation, primary screen; activation, % at 6.8 µM; HEK293 ssDAF-12/GRIP1 lit1-tk-luc reporter, luminescence; % of 3 µM dafachronic acid response; 370,000 tested, 1% active; AID 652126;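 active = activation above the mean over all tested compounds plus 3 SD, cut at about 0.9% in these data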;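 note: 0% = DMSO-only wells and 100% = 3 µM delta7-dafachronic acid wells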
NR1D1 modulator: modulates human Rev-erb alpha binding to DNA; P20393; Rev-erbα–FITC-DNA binding, fluorescence polarization, 90 min; activity, % at 10 µM; 370,000 tested, 0.79% active; AID 1259318;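 active = activity above about 14%, limit read from the data; passing the limit was not always enough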;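 note: 0% = DMSO wells with 35 nM protein and 100% = DMSO wells with 750 nM protein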
PLC-beta3 inh: blocks human PLC-beta3 enzyme activity; Q01970; Purified PLC-beta3, fluorogenic substrate, fluorescence; inhibition, % at 12.2 µM; 370,000 tested, 0.18% active; in the data active = inhibition above about 11%;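 note: 0% = median of compound wells on plate and 100% = full blocker control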
Starred values were filed as active, the others as inactive; nt = not tested or not shown. Hits appear at their usual frequency. About 7% of those tested had a hit in this group.

#	SMILES	hgDAF-12 ag	DAX1 inh-1	PG9 Ab binder	HGIII-sPLA2 inh	SMARCA2 act	GAA850 FXN act	hcDAF12 agonist	DAX1 inh-2	ssDAF-12 act	NR1D1 modulator	PLC-beta3 inh
1	CNC(=O)OCc1nc(SSC(C)(C)C)n(C)c1COC(=O)NC	-4.5	-1.9	0.5	0	-7	-4.3	1.8	-1.0	-0.7	4	1
2	Cc1cccc(C)c1NC(=O)CSCC(=O)c1ccc(O)c(O)c1	0.2	0.2	0.4	-12	-2	-2.9	0.6	-1.5	-1.2	6	-3
3	CCC(C)[C@H](NC(=O)N1CC(=O)Nc2ccccc21)C(=O)N[C@H](Cc1ccccc1)C(=O)O (some centres undefined)	2.9	-0.2	-0.7	9	0	0.7	-1.9	1.4	-0.7	-2	-3
4	COc1ccc(CCNC(=O)c2cc3ccccc3oc2=O)cc1	2.6	0.6	-2.9	4	-1	1.1	0.7	3.5	-1.2	-10	-7
5	COC(=O)CNC(=O)COC(=O)C(Cc1ccccc1)NC(=O)c1ccco1 (centres undefined)	1.2	-1.2	-0.9	-2	0	1.0	-0.9	1.5	-0.2	-2	3
6	O=C(NCc1cccnc1)c1cc(C2CCCCN2S(=O)(=O)c2cccs2)on1 (centres undefined)	-1.0	-0.2	0.3	-4	-1	-0.8	-0.5	nt	-1.7	0	1
7	N#CC(c1ccccn1)(c1ncc(C(F)(F)F)cc1Cl)N1CCOCC1 (centres undefined)	-1.0	-0.1	2.9	0	-2	2.0	-2.0	0.1	-1.3	-1	-1
8	CCOC(=O)CC(=O)CSc1nc2ccccc2c(=O)n1-c1ccc(C(=O)NCCOC)cc1	0.2	0.4	0.8	-29	-3	-1.6	-1.5	-0.2	-0.6	0	-11
9	COc1cccc(NC(=O)CNCc2ccccc2)c1	2.1	-0.2	-1.9	1	5	1.2	-0.3	0.8	-0.8	0	-4
10	COc1ccc(C2N(c3ccccc3)C(=S)N3CCCN23)cc1 (centres undefined)	-1.0	0.5	1.0	1	1	-1.4	2.3	-0.5	0.6	2	-2
11	COc1cc(C#Cc2c(-c3cncn3C)n(C)c3ccc(-c4ccc(OC)nc4)cc23)cc(OC)c1	-0.3	-0.1	1.5	9	2	0.7	-2.2	0.2	-1.0	3	-42
12	CC(=O)N1CCC2(CC1)C(C#N)=C(N)Oc1c2sc2nc(C)cc(C)c12	0.7	-0.9	-1.3	5	-1	2.6	1.5	-0.6	-0.5	0	-10
13	CSc1cccc(NC(=O)c2ccc(NC3=NC4CS(=O)(=O)CC4S3)cc2)c1 (centres undefined)	-1.4	0.6	0.9	-6	0	-0.7	0.5	0.6	-1.0	-2	2
14	COc1ccccc1CNC(=O)C(=O)NCC1OCCCN1S(=O)(=O)c1cccs1 (centres undefined)	2.2	0.4	-0.4	1	-2	1.4	-1.6	0.2	-1.1	2	-5
15	CCc1nc2ccc(C(=O)NCCCN3CCCC3=O)cn2c1N(CC)CCOC	-2.0	-0.5	-0.3	3	0	0.2	1.5	nt	-0.5	-1	1
16	O=C1Nc2ccccc2SC1c1ccccc1Cl (centres undefined)	-0.8	-0.9	0.1	-6	-3	0.2	-1.9	-1.1	-1.6	-7	-4
17	COc1cc(CNc2ccc(N3CCN(C(C)=O)CC3)cc2)ccc1OCc1ccccc1	6.5	0.0	-4.5	4	3	0.0	0.0	-0.6	-1.1	-1	-100
18	O=C(c1ccco1)N1CCN(S(=O)(=O)N2CCOCC2)CC1	-0.3	0.0	0.1	-1	-1	1.6	-1.1	0.3	-1.0	1	3
19	O=C(CSc1nnc(NC(=O)c2ccccc2[N+](=O)[O-])s1)NCC1CCCO1 (centres undefined)	-2.1	-1.0	-1.2	4	0	-1.8	1.5	0.0	-0.8	-2	-8
20	CCCCn1c(N)c(N(CCOC)C(=O)c2cc(-c3ccncc3)nc3ccccc23)c(=O)[nH]c1=O	-2.5	-0.4	-0.4	10	-2	-0.9	-0.5	0.6	-0.6	5	-10
21	O=C1/C(=C/c2cccnc2)SC(=S)N1c1ccccc1	4.3	-0.4	-0.7	3	-3	1.2	0.6	0.4	0.3	9	4
22	CCCSc1cc(N2CCOCC2)nc(-c2ccccc2Cl)n1	-0.1	-0.2	1.2	1	-2	-2.0	-1.6	-1.0	-2.0	-1	0
23	N#CCOc1ccccc1P(=O)(c1ccccc1)c1ccccc1	2.1	0.1	2.1	5	-4	-0.3	2.4	0.4	-0.5	1	-3
24	COc1cccc(/C=C/C(=O)OCC(=O)NC2CCCCCC2)c1	0.3	0.2	-1.4	2	-4	0.9	0.6	1.2	-0.8	1	-47
25	N=c1c(C(=O)NC2CCCCC2)cc2c(=O)n3ccccc3nc2n1Cc1ccccc1	2.0	-0.1	0.6	6	0	-2.9	-1.1	0.6	-0.5	0	-277

Ordered by count of non-hydrogen atoms (falling): six of the compounds above
#	SMILES	hgDAF-12 ag	DAX1 inh-1	PG9 Ab binder	HGIII-sPLA2 inh	SMARCA2 act	GAA850 FXN act	hcDAF12 agonist	DAX1 inh-2	ssDAF-12 act	NR1D1 modulator	PLC-beta3 inh
20	CCCCn1c(N)c(N(CCOC)C(=O)c2cc(-c3ccncc3)nc3ccccc23)c(=O)[nH]c1=O	-2.5	-0.4	-0.4	10	-2	-0.9	-0.5	0.6	-0.6	5	-10
3	CCC(C)[C@H](NC(=O)N1CC(=O)Nc2ccccc21)C(=O)N[C@H](Cc1ccccc1)C(=O)O (some centres undefined)	2.9	-0.2	-0.7	9	0	0.7	-1.9	1.4	-0.7	-2	-3
14	COc1ccccc1CNC(=O)C(=O)NCC1OCCCN1S(=O)(=O)c1cccs1 (centres undefined)	2.2	0.4	-0.4	1	-2	1.4	-1.6	0.2	-1.1	2	-5
13	CSc1cccc(NC(=O)c2ccc(NC3=NC4CS(=O)(=O)CC4S3)cc2)c1 (centres undefined)	-1.4	0.6	0.9	-6	0	-0.7	0.5	0.6	-1.0	-2	2
24	COc1cccc(/C=C/C(=O)OCC(=O)NC2CCCCCC2)c1	0.3	0.2	-1.4	2	-4	0.9	0.6	1.2	-0.8	1	-47
16	O=C1Nc2ccccc2SC1c1ccccc1Cl (centres undefined)	-0.8	-0.9	0.1	-6	-3	0.2	-1.9	-1.1	-1.6	-7	-4

Later entries.
#	SMILES	hgDAF-12 ag	DAX1 inh-1	PG9 Ab binder	HGIII-sPLA2 inh	SMARCA2 act	GAA850 FXN act	hcDAF12 agonist	DAX1 inh-2	ssDAF-12 act	NR1D1 modulator	PLC-beta3 inh
26	CNC(=O)N(O)C1N(/N=C/c2ccc(C)cc2)C(=S)SC1(C)C (centres undefined)	0.1	-0.3	-1.6	0	1	0.8	-0.1	-0.3	-1.2	3	-6
27	CCC(C)[C@H](NC(=O)NCc1cccs1)C(=O)O (some centres undefined)	1.9	0.2	-0.9	6	1	-0.2	2.6	0.2	-1.3	1	1
28	CCn1c(SCC(=O)N(C)c2c(N)n(Cc3ccccc3)c(=O)[nH]c2=O)nnc1-c1cccs1	1.2	-0.1	0.6	-1	-1	-0.5	-0.3	2.0	0.2	-1	3
29	CCCCSC(=O)Nc1ccccc1	2.4	-1.0	0.4	5	4	2.4	-1.5	0.4	-0.2	-2	1
30	O=C(Nc1ccc(F)c(Cl)c1)C1Cc2c(-c3ccccc3Oc3ccccc3)ccnc2O1 (centres undefined)	-4.0	-2.7	-2.6	-10	-4	-1.8	-2.0	nt	-2.3	-1	1
31	CCc1nnc(SCC(=O)Nc2ccc3c(c2)OCO3)n1CC	0.2	-0.5	0.7	-6	-2	0.4	-2.8	0.7	-1.2	-1	-2
32	COc1ccc(C)cc1NC(=O)c1ccc2c(=O)n3c(nc2c1)CCCCC3	-1.4	-0.1	-3.9	-4	1	1.1	-2.1	0.7	-1.4	-1	-8
33	Cc1[nH]n(-c2nc(-c3ccccc3)cc(=O)[nH]2)c(=O)c1CCO	1.2	0.7	-4.1	0	1	2.2	-1.1	-0.4	-0.6	-1	-11
34	CCN(CC)CCCn1c(SCC(=O)NCC2CCCO2)nc2ccccc2c1=O (centres undefined)	-1.2	0.2	0.6	0	-2	-0.1	-1.6	0.9	-0.7	-4	-9
35	O=C(N=Nc1c(O)[nH]c2ccc(Br)cc12)c1ccccc1-n1cccc1	-4.8	-2.1	-3.3	-30	-3	1.1	0.1	-1.7	-1.1	7	0
36	C#Cc1ccc([C@@H]2C=C(C(=O)NC3CC3)O[C@H](OCC)[C@H]2CCCO)cc1	-1.2	0.2	1.4	1	0	-0.5	-0.5	-1.3	-1.2	0	-4
37	O=C(NCCc1ccccc1)C(c1cccs1)N(C(=O)CCl)c1ccc(Cl)cc1 (centres undefined)	-8.2	-0.5	-0.5	-4	-12	-9.0	-1.4	-3.1	-2.1	4	5
38	O=C(NCc1cccnc1)c1cccc(S(=O)(=O)Nc2ccc(F)cc2)c1	-1.7	-1.0	1.3	-2	-2	0.5	-1.9	-2.2	-1.2	2	-6
39	CCOC(=O)c1c(C)[nH]c(C(=O)OCC(=O)Nc2cc(C)nn2-c2ccccc2)c1C	-3.0	-2.8	-0.9	-10	-3	-1.8	-1.8	-5.7	-0.9	8	-10
40	C=CCNC(=S)Nc1ccc2cn[nH]c2c1	-0.2	-0.5	0.1	2	-3	3.2	-0.7	-2.1	-1.4	0	-8
41	COc1ccccc1NS(=O)(=O)c1cccc(C(=O)N/N=C(\C)c2ccc(-n3ccnc3)cc2)c1	-1.5	-0.5	0.5	-11	-3	-2.4	-1.6	-0.4	-1.4	-2	0
42	O=C(NCC(=O)N(c1ccccc1)C(C(=O)NC1CCCCC1)c1cccnc1)c1cccs1 (centres undefined)	3.3	-0.2	2.9	10	-3	-0.3	0.0	0.1	-1.0	4	3
43	Cc1cc(S(=O)(=O)N(Cc2ccc(F)cc2)CC2CCCO2)ccc1-n1cnnn1 (centres undefined)	-0.5	-0.8	0.2	-1	-1	0.8	-2.4	-0.1	-1.1	0	-2
44	O=C(OCC(=O)N1CCCC1)c1ccco1	-0.1	0.1	1.6	7	0	2.3	1.1	0.4	-1.0	0	8
45	CO/C([O-])=N/c1c[n+](-c2ccc(C)cc2)no1	1.7	0.6	0.7	-3	4	-1.5	0.4	1.5	-1.0	-5	-2
46	CCCOc1ccc(Oc2nc(-c3ccncc3)nc3ccccc23)cc1	-1.4	-0.1	0.1	-3	-2	1.3	0.0	-0.7	-0.5	13	1
47	Cc1cccc(NC(=O)CN(C)S(=O)(=O)c2cccs2)c1	3.6	1.0	-1.6	1	1	3.8	-0.8	0.0	-0.8	-1	-3
48	CCCC(=O)N1CC(=O)Nc2ccc(C)cc2C1c1ccc(F)cc1 (centres undefined)	-3.9	-0.1	-0.2	0	0	-1.5	0.7	-0.1	-1.1	-13	3
49	COc1cccc(OCC(O)CN2CCN(CCO)CC2)c1 (centres undefined)	1.1	0.0	0.2	-1	0	1.0	-0.8	0.1	-0.8	-6	2
50	CCCOc1ccc(C(=O)CCC(=O)OCC(=O)N(CC)c2c(N)n(Cc3ccccc3)c(=O)[nH]c2=O)cc1	2.6	-0.3	0.0	-6	2	-0.3	0.1	-0.5	-1.5	0	-6
51	CCOC(=O)c1c(NC(=O)Cc2cccs2)sc(C)c1C	-0.6	-0.8	-1.6	-1	3	4.3	-3.8	0.3	-1.9	9	-4
